GLP1R inv ag – GLP-1 receptor (human) inverse agonism; Potency, µM (titrated, usually from 38.3 µM), for inactives: at the top dose activity change, negative = inhibition, actives largely listed as inhibitors; AID 624417; HEK293 GLP-1R CRE-luciferase, luminescence, 24 h; GLP-1R form is constitutively active; 1.6% of 410,000 active; P43220; also: % is scaled to controls: 0 for no effect and ±100 for the full control effect; nearly all actives have a fitted effect of over 55% in size
Target sequence (P43220 whole entry, looked up): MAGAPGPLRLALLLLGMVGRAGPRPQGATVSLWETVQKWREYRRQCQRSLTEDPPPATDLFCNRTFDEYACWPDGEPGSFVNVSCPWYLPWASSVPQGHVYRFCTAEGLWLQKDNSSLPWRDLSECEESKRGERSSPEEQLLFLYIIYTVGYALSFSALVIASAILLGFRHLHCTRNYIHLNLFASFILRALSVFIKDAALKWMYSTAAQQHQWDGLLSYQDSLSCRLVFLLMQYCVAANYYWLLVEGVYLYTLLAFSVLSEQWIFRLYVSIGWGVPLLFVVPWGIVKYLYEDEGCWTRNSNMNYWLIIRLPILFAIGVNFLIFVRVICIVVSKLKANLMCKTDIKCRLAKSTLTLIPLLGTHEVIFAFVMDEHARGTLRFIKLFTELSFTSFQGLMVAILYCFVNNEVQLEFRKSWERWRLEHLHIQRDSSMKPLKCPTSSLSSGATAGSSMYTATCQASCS
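Seeding at 200 cells/uL, 12 h culture, 24 hr compound treatment, then luciferase reagent and a luminescence read; cells are HEK293 stably expressing a constitutively active GLP-1R plus cAMP-responsive luciferase.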
KB-V1 MDR tox – kills drug-selected multidrug resistant KB-V1 cells; KB-V1 MDR cells viability, CellTiter-Glo, 72 h; Potency, µM (top dose mostly 46.1 µM), for the others: at the top dose activity change, negative = cytotoxicity, actives largely listed as cytotoxic; 3.4% of 400,000 active; AID 1347076; also: % is scaled to controls: 0 for no effect and ±100 for the full control effect; nearly all actives have a fitted effect of over 60% in size
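KB-V1 cells (P-gp-expressing MDR subline of KB-3-1) in phenol-red-free DMEM with 10% FBS were exposed to library compounds over a concentration series for 72 h at 37 degrees C. Viability read by CellTiter-Glo luminescence; concentration-effect curves fitted after normalization.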
SW480 rereplic – induces DNA re-replication in SW480 colon adenocarcinoma cells | SW480 DNA re-replication, Hoechst DNA content imaging, 48 h | Potency, µM (top dose mostly 46.1 µM), for the others: at the top dose re-replication activation, hits mostly activators | 1.8% of 340,000 active; also: % of control where 0% means no effect; nearly all actives have a fitted effect of over 55% in size
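250 cells/well; 23 nL cpd via pin tool; 48 hr, 37 C, 5% CO2; Hoechst 40 min; imager read of total nuclear intensity, ex 405/em 500-530 nm.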
HT1080 IDH1KD tx – HT-1080 IDH1 knockdown cell toxicity (counter line) | HT-1080 IDH1 knockdown viability, ATP luminescence, 48 h | Potency, µM (titrated, usually from 46.1 µM), for inactives: at the top dose activity, negative = toxicity, hits mostly cytotoxic | 2% of 360,000 active | AID 686971;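 also: 0% = DMSO wells and -100% = cell-free medium wells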
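In this qHTS, HT-1080 cells depleted of IDH1 are exposed for 48 h at 37 °C to compound titrations. Toxicity is scored from CellTiter-Glo luminescence, with DMSO as full viability and medium alone as none.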
GLP1R cytotox – cytotoxic in the GLP-1 receptor inverse agonist counter-screen. HEK293 cAMP-luciferase reporter cells, luminescence, 24 h. Potency, µM (titrated, usually from 38.3 µM), for inactives: at the highest dose activity change, negative = inhibition, most hits filed as inhibitors. 0.13% of 410,000 active;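 also: loss of luciferase light is scored as toxicity; % is scaled to controls: 0 for no effect and ±100 for the full control effect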
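1536-well qHTS counterscreen of the MLSMR; 200 cells/uL, 12 h pre-incubation, 23 nL cpd, 24 h at 37 deg C 5% CO2, luciferase detection reagent, 12 min RT, luminescence. Inhibition = undesired.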
GLP1R ag – agonists of human GLP-1 receptor; Potency, µM (titrated, usually from 45.6 µM), without a hit: at the highest dose activation, actives largely listed as activators; P43220; HEK293 GLP-1R CRE-luciferase, luminescence, 4-6 h; cells express a hypersensitive GLP-1R form; AID 624172; 0.007% of 380,000 active; also: % of control where 0% means no effect
HT1080NT lethal – kills 2HG-producing HT-1080-NT fibrosarcoma cells; Potency, µM (highest dose often 46.1 µM), inactives show at the highest dose activity, negative = less viability, hits mostly cytotoxic; HT-1080-NT fibrosarcoma viability, CellTiter-Glo ATP luminescence, 48 h; AID 686970; 1.6% of 360,000 active;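 also: NT is the 2HG producing partner of a matched IDH1 knockdown line; 0% = DMSO-treated cells and -100% = media-only wells without cells; nearly all actives have a fitted effect of over 55% in size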
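750 cells/well, RPMI + 5% FBS; 2 h settle, compound pin-transfer, 48 h at 37 degrees C. CellTiter-Glo 10 min RT, luminescence. Normalized to DMSO and media-only wells.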
KB-3-1 cytotox – kills parental KB-3-1 adenocarcinoma cells. 1.4% of 400,000 active. Potency, µM (series often up to 46.1 µM), without a hit: top-dose activity change, negative = cytotoxic, most hits filed as cytotoxic. KB-3-1 viability, CellTiter-Glo ATP luminescence, 72 h; also: % is scaled to controls: 0 for no effect and ±100 for the full control effect; nearly all actives have a fitted effect of over 60% in size
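Screening of KB-3-1 cells (DMEM, 10% FBS, phenol-red free) ran from lowest to highest compound concentration; after 72 h at 37 °C viability was read luminescently and curves fitted.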
TDP43 rescue – rescues yeast growth from TDP-43 toxicity; TDP-43 expressing yeast growth rescue, BacTiter-Glo, 24 h; Potency, µM (doses to about 46.1 µM), inactives show top-dose growth rescue (activation), actives largely listed as activators; 1.8% of 410,000 active; AID 652104; also: % of control where 0% means no effect; nearly all actives have a fitted effect of over 50% in size
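Readout is BacTiter-Glo luminescence of cell growth, so inhibitors register as activators. TDP-43-expressing yeast at OD600=0.02 in galactose medium, after raffinose pregrowth to mid-log, were incubated with compound for 24 hr at 30 deg C.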
* marks the source's active call; other numbers are inactive results; ? = inconclusive; . = no result given; [ ] = remark or other dose. Calls follow the shape of the dose curve; as a rule, active = well fitted curve in the direction sought with a large enough effect; inconclusive = small, poorly fitted or top-dose-only effect, or another doubt; inactive = no such curve, though single readings can be large; an effect the other way counts as inactive or inconclusive. Potency is read from the fitted curve at half-maximal effect.

SMILES	GLP1R inv ag	KB-V1 MDR tox	SW480 rereplic	HT1080 IDH1KD tx	GLP1R cytotox	GLP1R ag	HT1080NT lethal	KB-3-1 cytotox	TDP43 rescue
COc1ccc(NC(=S)Nc2ccccc2)c(OC)c1	5%	0%	9%	-1%	3%	-5%	1%	14%	11%
Cc1cccc(CSCCNC(=O)CN(c2cc(C)cc(C)c2)S(C)(=O)=O)c1	?	4%	?	1%	-24%	-1%	1%	-5%	22%
CC1CCc2c(sc(NC(=O)c3cc4nc(-c5ccc(Cl)cc5)cc(C(F)(F)F)n4n3)c2C#N)C1 (configuration not stated)	-5%	15%	.	.	3%	.	.	23%	0%
CCOC(=O)C/C(C)=N/NC(=O)C1CC1(c1ccccc1)c1ccccc1 (configuration not stated)	?	0%	2%	1%	9%[1.53 µM]	-11%	4%	3%	16%
CC(OC(=O)c1ccccc1NS(=O)(=O)c1cccc(C(F)(F)F)c1)C(=O)N(C)Cc1ccccc1 (configuration not stated)	?	-16%	21%	0%	1%	15%	-7%	?	-11%
COc1ccc(C2C3=C(CC(C)(C)CC3=O)N(CC(=O)O)C3=C2C(=O)CC(C)(C)C3)cc1OC	14%	0%	6%	1%	-17%	-2%	12%	4%	16%
O=C(NCCOc1ccc(F)cc1)c1ccccc1SCc1ccccc1	?	?	-11%	-5%	18%	7%	-6%	-1%	-22%
COc1ccc(S(=O)(=O)N2CCN(c3ccc(C)cc3C)CC2)cc1OC	-11%	-39%	0%	-4%	15%	0%	2%	-29%	23%
CCNc1nc(SCC(=O)Nc2ccc(Cl)c(Cl)c2)nc(N(C)C)n1	4%	2%	-1%	1%	2%	17%	-6%	7%	24%
CCN(CCC(=O)Nc1cc(OC)cc(OC)c1)Cc1ccccc1	?	1%	1%	-13%	-3%	-7%	-11%	5%	10%
CCOC(=O)CSc1nc(C(C)(C)C)cc(C(F)(F)F)c1C#N	-27%	18%	-3%	17%	-4%	2%	?	-9%	1%
COc1ccc(Nc2nc3ccccc3nc2-n2nc(C)cc2C)cc1	24%	-2%	?	6%	42%[activator]	6%	8%	-11%	-3%
C=C1CCN([C@@H](CC(C)C)C(=O)NCc2ccc(Cl)cc2)S(=O)(=O)c2ccccc21	?	-3%	-14%	-3%	1%	12%	-1%	-5%	10%
C(=C\c1ccccc1)/CN1CCN(C(c2cccc3ccccc23)c2nnnn2C2CCCC2)CC1 (configuration not stated)	?	-29%	.	?	-15%	-6%	?	0%	7%
COc1ccc(-c2ccccc2)cc1NC(=O)c1ccncc1	-3%	?	-11%	0%	-2%	9%	13%	?	23%
Cc1cc(=O)oc(C)c1C(=O)NCCC1=CCCCC1	5%	?	-11%	-2%	3%	-5%	7%	2%	-18%
O=C(O)c1ccc(Nc2ccc(F)c(F)c2)c([N+](=O)[O-])c1	24%	12%	-4%	1%	1%	4%	-14%	-13%	11µM*
CCN(CC)S(=O)(=O)c1cccc(N=Nc2c(O)c3ccccc3oc2=O)c1	0%	-4%	29%	-2%	4%	0%	-5%	-12%	-10%
O=C(O)c1ccc(CSc2nnc(-c3ccccc3Br)o2)cc1	4%	?	5%	12%	-2%	2%	10%	13%	20%
O=C(Nc1ccccc1)c1nnsc1S(=O)(=O)c1ccc(Cl)cc1	?	?	?	?	-36%	-33%[inhibitor]	21µM*	?	?
CCCNS(=O)(=O)c1ccc(OCC(=O)NCCCOC)cc1	1%	-6%	-4%	15%	1%	-7%	12%	2%	24%
O=C(OCC(=O)N1CCCCC1)c1ccc2ccccc2n1	0%	5%	-9%	0%	5%	7%	7%	1%	18%
CCc1ccccc1NC(=O)c1noc(C(C)C)c1[N+](=O)[O-]	-3%	19%	?	?	-7%	10%	?	14%	1%[0.397 µM]
Cc1ccc(C2(C)NC(=O)N(CC(=O)Nc3c(C)n(C)n(-c4ccccc4)c3=O)C2=O)cc1 (configuration not stated)	10%	7%	?	5%	-1%	-3%	-1%	-1%	7%
Cc1cc(-c2nnc(SCC(=O)NC3CCCC3)o2)no1	1%	9%	1%	10%	-17%	-7%	7%	11%	-1%

4 entries from above, reformatted:
structure: O=C(O)c1ccc(Nc2ccc(F)c(F)c2)c([N+](=O)[O-])c1
  GLP1R inv ag = 24%
  KB-V1 MDR tox = 12%
  SW480 rereplic = -4%
  HT1080 IDH1KD tx = 1%
  GLP1R cytotox = 1%
  GLP1R ag = 4%
  HT1080NT lethal = -14%
  KB-3-1 cytotox = -13%
  TDP43 rescue = 11µM*

structure: CCN(CC)S(=O)(=O)c1cccc(N=Nc2c(O)c3ccccc3oc2=O)c1
  GLP1R inv ag = 0%
  KB-V1 MDR tox = -4%
  SW480 rereplic = 29%
  HT1080 IDH1KD tx = -2%
  GLP1R cytotox = 4%
  GLP1R ag = 0%
  HT1080NT lethal = -5%
  KB-3-1 cytotox = -12%
  TDP43 rescue = -10%

structure: O=C(Nc1ccccc1)c1nnsc1S(=O)(=O)c1ccc(Cl)cc1
  GLP1R inv ag = ?
  KB-V1 MDR tox = ?
  SW480 rereplic = ?
  HT1080 IDH1KD tx = ?
  GLP1R cytotox = -36%
  GLP1R ag = -33%[inhibitor]
  HT1080NT lethal = 21µM*
  KB-3-1 cytotox = ?
  TDP43 rescue = ?

structure: COc1ccc(Nc2nc3ccccc3nc2-n2nc(C)cc2C)cc1
  GLP1R inv ag = 24%
  KB-V1 MDR tox = -2%
  SW480 rereplic = ?
  HT1080 IDH1KD tx = 6%
  GLP1R cytotox = 42%[activator]
  GLP1R ag = 6%
  HT1080NT lethal = 8%
  KB-3-1 cytotox = -11%
  TDP43 rescue = -3%

Record cards (already shown). Values in the order: GLP1R inv ag, KB-V1 MDR tox, SW480 rereplic, HT1080 IDH1KD tx, GLP1R cytotox, GLP1R ag, HT1080NT lethal, KB-3-1 cytotox, TDP43 rescue
Listed for `Cc1ccc(C2(C)NC(=O)N(CC(=O)Nc3c(C)n(C)n(-c4ccccc4)c3=O)C2=O)cc1` (configuration not stated) = 10%, 7%, ?, 5%, -1%, -3%, -1%, -1%, 7%
Listed for `CCNc1nc(SCC(=O)Nc2ccc(Cl)c(Cl)c2)nc(N(C)C)n1` = 4%, 2%, -1%, 1%, 2%, 17%, -6%, 7%, 24%
Listed for `O=C(O)c1ccc(CSc2nnc(-c3ccccc3Br)o2)cc1` = 4%, ?, 5%, 12%, -2%, 2%, 10%, 13%, 20%
Listed for `CC(OC(=O)c1ccccc1NS(=O)(=O)c1cccc(C(F)(F)F)c1)C(=O)N(C)Cc1ccccc1` (configuration not stated) = ?, -16%, 21%, 0%, 1%, 15%, -7%, ?, -11%

Next part:
SMILES	GLP1R inv ag	KB-V1 MDR tox	SW480 rereplic	HT1080 IDH1KD tx	GLP1R cytotox	GLP1R ag	HT1080NT lethal	KB-3-1 cytotox	TDP43 rescue
CC1=C(C#N)C(c2ccc3ncccc3c2)C(C#N)=C(C)N1	2%	-14%	-1%	0%	-16%	-2%	-2%	9%	-10%
COc1ccc(/C=C2/CCCc3ccccc3C2=O)cc1	?	?	9.2µM*	?	-18%	0%	8.2µM*	0.65µM*	?
CSCCC(NS(=O)(=O)c1cccc(C(F)(F)F)c1)C(=O)N1CCN(C(=O)c2ccco2)CC1 (configuration not stated)	-16%	6%	-9%	-3%	3%	9%	-2%	-7%	8%
CCOC(=O)Cn1c(=O)n(C2CCCCC2)c2nc(-c3c(F)cccc3Cl)nc(C(N)=O)c21	?	18µM*	.	.	2%	2%	.	?	-2%
COc1cccc(NC(=O)CN(C)C(=O)CCCNC(=O)c2ccc(Cl)cc2)c1	-2%	-26%	-2%	8%	-1%	8%	1%	7%	8%
COc1ccc(NC(=S)N(CCCN2CCCC(C)C2)Cc2cccs2)cc1 (configuration not stated)	?	-27%	0%	-6%	-8%	9%	-8%	7%	-2%
CCn1ccnc1CN1CCCCC1C(=O)Nc1ccc(Oc2cccnc2)cc1 (configuration not stated)	?	.	?	?	-11%	7%	?	.	-13%
O=C(NNC(=S)NC(=O)c1cn(-c2ccccc2)nc1-c1ccccc1)c1ccncc1	-28%	-17%	-60%[inhibitor]	?	-26%	-6%	?	8.2µM*	21%
N=C1S/C(=C\c2ccco2)C(=O)N1c1ccc2c(c1)OCO2	200%[activator]	-8%	?	?	-29%	8%	-23%	8%	-19%
C=CCn1c(SCC(=O)c2ccc(OC)cc2)nnc1-c1ccc2c(c1)OCO2	-8%	?	-134%[inhibitor]	10%	4%	8%	0%	2%	12%
CCN(CC)S(=O)(=O)c1ccc(S(=O)(=O)N(Cc2ccccn2)Cc2ccco2)cc1	-6%	?	4%	-3%	6%	12%	-19%	-9%	9%
CCOC(=O)c1c(NC(NC(C)=O)C(Cl)(Cl)Cl)sc2c1CCCC2 (configuration not stated)	?	-27%	8%	-29%	-22%	-5%	?	?	19%
O=C1CSc2ccc(C(=O)NCC(c3ccco3)N3CCCCC3)cc2N1 (configuration not stated)	?	4%	2%	-1%	10%	1%	0%	0%	-15%
CC(=O)c1cccc(-c2ccnc3c2CC(C(=O)NCC2CCOCC2)O3)c1 (configuration not stated)	?	0%	.	?	-6%	0%	?	4.6µM*	16%
N#Cc1nc(-c2cccs2)oc1NCCc1ccccc1	?	-2%	0%	-5%	-5%	25%	-1%	18%	-20%
Cn1nc(C(F)(F)F)c(CO)c1Sc1ccc(F)cc1	-7%	-12%	-52%[inhibitor]	-3%	2%	8%	-2%	11%	13%
Cc1cccc(OCCC(=O)NNC(=O)c2ccoc2C)c1	2%	3%	-10%	-1%	0%	6%	14%	-9%	8%
Cc1cccc(C)c1-n1nnnc1C(c1ccnc2ccccc12)N1CCCC1 (configuration not stated)	20%	?	.	-3%	-2%	2%	1%	1%	-18%
O=[N+]([O-])/C(C(Cl)=C(Cl)Cl)=C(/Sc1ccccc1)N1CCCCC1	?	8%	-3%	2%	6%	-6%	-1%	3%	?

The order is random (roughly 9.4% active in at least one column).
